A549 viability: A549 cytotoxicity, counter-screen for Nrf2 inhibitors; A549 ARE-Fluc cells, CellTiter-Fluor viability, 18-24 h; Potency, µM (highest dose often 46 µM), for inactives: top-dose activity change, negative = cytotoxicity, actives largely listed as inhibitors; 0.16% of 390,000 active; note: % is set by controls: 0 for no effect and ±100 for the full control effect
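Cytotoxicity counterscreen: CellTiter-Fluor fluorescence was measured in A549 ARE_Fluc cells after 18-24 h of compound exposure in a concentration series. The subsequent BugLite luminescent read reports ARE-luciferase activity.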
ATXN2 expr inh: ATXN2 expression inhibition. HEK-293 ATXN2-luciferase reporter, luminescence, 24 h. Potency, µM (top dose mostly 57 µM), for the others: at the highest dose activity change, negative = inhibition, hits mostly inhibitors. 0.72% of 360,000 active. AID 1745845; note: % is set by controls: 0 for no effect and ±100 for the full control effect; nearly all actives have a fitted effect of over 55% in size
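qHTS (up to 57 uM final) was run with 24 h compound exposure of reporter cells at 37 °C. Each well was multiplexed: SteadyGlo luminescence measured ATXN2-luciferase expression after a fluorogenic Gly-Phe-AFC viability readout (25 uM final).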
HepG2 viability: counter-screen for TGF-b inhibitors: cytotoxicity in HepG2 cells | HepG2 CAGA-GFP viability, ATP luminescence, 18 h | Potency, µM (highest dose often 46.1 µM), inactives show at the highest dose activity change, negative = cytotoxicity, most hits filed as cytotoxic | 0.76% of 410,000 active; note: some results filed as inactive show a strong effect at the top dose
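HepG2 CAGA-GFP cells (1000/well, DMEM with 1% FBS) received compound, then TGF-beta at 500 pg/mL final, and were incubated 18 hours at 37 degrees C. Viability was read by CellTiter-Glo luminescence. Media-only wells were set as complete cell-killing and DMSO as no toxicity.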
Nrf2 block: Nrf2 pathway inhibition | A549 ARE-Fluc reporter, luciferase luminescence, 18-24 h | Potency, µM (top dose mostly 46 µM), without a hit: at the top dose activity change, negative = inhibition, usual class: inhibitors | 2.1% of 360,000 active; note: % is set by controls: 0 for no effect and ±100 for the full control effect; nearly all actives have a fitted effect of over 60% in size
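Reporter: ARE-Fluc in A549. Exposure: 18-24 h, 37 °C, 5% CO2, 5% FBS OPTI-MEM. Readouts: fluorescent cytotoxicity (CellTiter-Fluor), then luminescent Nrf2 signal after BugLite.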
ATXN viability: reduces viability in counter-screen for ATXN expression inhibitors; Potency, µM (highest dose often 56.7 µM), usual class: cytotoxic; S2 cells (HEK-293 line with an ATXN2-luciferase reporter) viability, CellTiter-Fluor protease fluorescence, 24 h; 0.49% of 400,000 active; AID 651635; note: nearly all actives have a fitted effect of over 40% in size
MCF10A rerep: DNA re-replication induction in MCF 10a cells; MCF 10A DNA re-replication, Hoechst nuclear intensity, 48 h; Potency, µM (highest dose often 46.1 µM), for the others: at the highest dose activity, positive = re-replication, actives largely listed as activators; 2.9% of 350,000 active; AID 624296; note: % of control where 0% means no effect; nearly all actives have a fitted effect of over 50% in size
EPAC2 antag: EPAC2 (human) antagonism; EPAC2 GEF exchange of Rap1B-BODIPY-GDP, fluorescence; Potency, µM (series often up to 114 µM), inactives show at the highest dose activity, negative = inhibition, most hits filed as inhibitors; 0.18% of 360,000 active; note: % is set by controls: 0 for no effect and ±100 for the full control effect; nearly all actives have a fitted effect of over 45% in size; many of its hits are not listed in these tables
Target sequence (Q8WZA2 whole entry, looked up): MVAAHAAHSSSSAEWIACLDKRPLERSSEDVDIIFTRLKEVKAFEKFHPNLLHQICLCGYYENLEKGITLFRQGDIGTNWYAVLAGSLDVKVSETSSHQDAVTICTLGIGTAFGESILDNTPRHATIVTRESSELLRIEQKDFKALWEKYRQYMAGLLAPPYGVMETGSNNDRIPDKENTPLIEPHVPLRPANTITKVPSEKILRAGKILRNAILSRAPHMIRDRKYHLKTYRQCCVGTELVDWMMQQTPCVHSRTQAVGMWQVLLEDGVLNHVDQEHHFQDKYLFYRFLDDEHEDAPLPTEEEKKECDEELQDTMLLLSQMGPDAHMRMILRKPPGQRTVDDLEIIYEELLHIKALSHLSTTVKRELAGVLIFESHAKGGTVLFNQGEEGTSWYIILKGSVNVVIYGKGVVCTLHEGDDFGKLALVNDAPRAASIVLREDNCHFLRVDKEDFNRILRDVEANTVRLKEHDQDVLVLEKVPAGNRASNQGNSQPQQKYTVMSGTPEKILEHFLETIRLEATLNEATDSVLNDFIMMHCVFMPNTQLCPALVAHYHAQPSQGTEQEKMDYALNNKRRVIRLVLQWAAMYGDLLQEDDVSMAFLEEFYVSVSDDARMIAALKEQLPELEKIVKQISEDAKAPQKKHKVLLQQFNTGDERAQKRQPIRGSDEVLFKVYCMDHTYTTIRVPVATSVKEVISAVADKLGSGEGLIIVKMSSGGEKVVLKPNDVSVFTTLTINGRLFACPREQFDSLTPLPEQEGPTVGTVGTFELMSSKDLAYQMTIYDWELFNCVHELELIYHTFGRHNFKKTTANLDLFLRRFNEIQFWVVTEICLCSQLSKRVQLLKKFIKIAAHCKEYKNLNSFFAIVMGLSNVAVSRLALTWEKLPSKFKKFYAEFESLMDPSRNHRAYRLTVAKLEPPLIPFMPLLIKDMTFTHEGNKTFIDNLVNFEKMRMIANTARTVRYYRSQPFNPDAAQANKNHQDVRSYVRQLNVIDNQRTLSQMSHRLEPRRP
TGFb inhibitor: blocks TGF-b signaling; HepG2 CAGA-GFP TGF-b/SMAD3 reporter, GFP fluorescence, 18 h; TGF-beta stimulated, 500 pg/mL final; Potency, µM (titrated, usually from 46.1 µM), without a hit: at the highest dose activity, negative = inhibition, actives largely listed as inhibitors; 1.2% of 410,000 active; AID 588855; note: % is set by controls: 0 for no effect and ±100 for the full control effect; nearly all actives have a fitted effect of over 65% in size
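Per well, imaged GFP fluorescence of HEPG2 CAGA-GFP cells gives the signal; cells get compound, then TGF-beta (500 pg/mL final), 18 h at 37 degrees C; %Activity versus -TGF-beta and +DMSO controls.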
Nrf2 ARE act: Nrf2 pathway activation | AREc32 ARE-luciferase reporter (MCF7-derived line), luminescence, 24 h | Potency, µM (top dose mostly 46.1 µM), inactives show at the highest dose activation, hits mostly activators | 0.31% of 410,000 active; note: % of control where 0% means no effect; nearly all actives have a fitted effect of over 65% in size
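AREc32 cells carrying an ARE-driven firefly luciferase, 1000 cells/well in OPTI-MEM with 5% FBS, dosed after overnight attachment and incubated 24 hr at 37 deg C. Steady-Glo luminescence read after 30 min at RT.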
* marks the source's active call; other numbers are inactive results; i = inactive; ? = inconclusive; / = no result given; & = joins results of further samples; [ ] = remark or other dose. Calls come from the whole dose curve; as a rule, active = well fitted curve in the direction sought with a large enough effect; inconclusive = small, poorly fitted or top-dose-only effect, or another doubt; inactive = no such curve, though single readings can be large; an effect the other way counts as inactive or inconclusive. Potency is the fitted concentration of half-maximal effect.

mol,A549 viability,ATXN2 expr inh,HepG2 viability,Nrf2 block,ATXN viability,MCF10A rerep,EPAC2 antag,TGFb inhibitor,Nrf2 ARE act
O=C1CCCN1C(=O)COc1cc(F)ccc1[N+](=O)[O-],2%,0%,-1%,-11%,i,3%,0%,-4%,-0.6%
O=C(Nc1nnc(S(=O)(=O)N2CCCC2)s1)c1ccccc1Cl,-1%&1%,2%&-5%,-45%&5%,?,i,2%,-7%,-22%&-1%,-1.3%&-0.3%
CC(C)COCC1CC2(CC(C)(c3csc(N)n3)OC2=O)C(=O)O1 (stereo not drawn),-13%,5%,-19%,1%,i,-2%,-4%,-13%,0.0%
CS(=O)(=O)N(Cc1ccc(C(=O)NCc2ccco2)cc1)c1ccccc1,1%,5%,-20%,-4%,?,-3%,5%,-5%,0.8%
COc1cccc(NC(=S)NC(Cc2ccccc2)c2ccccc2)c1 (stereo not drawn),/,/,-24%,/,i,/,-19%,22µM*,0.0%
O=C1C=C(c2ccc(C(=O)O)cc2)C[C@@H](c2ccc(F)cc2)C1,-1%,76%[activator],0%,8%,i,-9%,-28%,-2%,-0.5%
COc1cc(/C=N/NC(=O)CSc2n[nH]c(=O)[nH]c2=O)cc(OC)c1O,3%,2%,-19%,-7%,i,-13%,0%,4%,0.1%
CC(C)NC(=O)COc1ccc(OCc2ccccc2)cc1,1%,/,-6%,4%,i,-3%,8%,-10%,-0.2%
COc1ccccc1CCC(=O)Nc1ccc(S(=O)(=O)Nc2nccs2)cc1,-2%,-17%,4%,-7%,i,7%,-17%,-15%,-1.0%
Cc1ccc(S(=O)(=O)c2nc(NCCCn3ccnc3)sc2Cl)cc1,-9%,-6%,-11%,?,i,4%,12%,0%,2.3%
O=C(CNC(=S)N(CCCN1CCOCC1)Cc1cccs1)N1CCOCC1,11%,-9%,7%,12%,i,0%,-2%,23%,-0.5%
Cc1ccccc1S(=O)(=O)N1[C@@H](c2ccc(Cl)cc2)C(C(=O)O)=CC[C@H]1c1ccc(Cl)cc1,-10%,-10%,-37%,?,i,16µM*,-7%,?,-0.2%
Cn1c(=O)c2cc(C(=O)N3CCN(c4ccc(Cl)cc4)CC3)sc2c2ccccc21,13%,6%,3%,20%,i,/,/,2%,-0.2%
O=Cc1cc(-c2ccccc2)[nH]c1-c1ccccc1,-1%,5%,7%,1%,i,6.5µM*,3%,-3%,0.2%
CCOc1ccc(C(C)=O)cc1CN1C(=O)c2ccccc2S1(=O)=O,6%,0%,-6%,5%,i,3%,-2%,2%,0.0%

The last two compounds of the section above are carried over, then new ones follow.
mol,A549 viability,ATXN2 expr inh,HepG2 viability,Nrf2 block,ATXN viability,MCF10A rerep,EPAC2 antag,TGFb inhibitor,Nrf2 ARE act
O=Cc1cc(-c2ccccc2)[nH]c1-c1ccccc1,-1%,5%,7%,1%,i,6.5µM*,3%,-3%,0.2%
CCOc1ccc(C(C)=O)cc1CN1C(=O)c2ccccc2S1(=O)=O,6%,0%,-6%,5%,i,3%,-2%,2%,0.0%
CC1(C)CC(=O)C(C=NCCCN2CCCC2=O)=C(O)C1,2%,-2%,0%,1%,i,?,-3%,1%,-0.5%
COc1ccc(NC(=O)CCC2COc3ccccc3O2)c(OC)c1 (stereo not drawn),-14%,14%,-8%,/,i,2%,-15%,-8%,3.1%
COc1cccc(NC(=O)CSc2nc3ccccc3c(=O)n2CCCC(=O)NCCCN2CCOCC2)c1,-15%,0%,-3%,-16%,i,-3%,2%,0%,-0.1%
Cc1cccc2sc(NC(=O)CN3C(=O)NC4(CCCC4)C3=O)nc12,-7%,-3%,2%,-5%,i,0%,4%,5%,-0.9%
Cc1cccc(C(=O)Oc2ccccc2C(=O)N2CCOCC2)c1,15%,/,-20%,-16%,i,8%,-16%,-10%,-0.3%
O=C(CCOc1ccccc1)N(Cc1cccnc1)c1nc2ccc(F)cc2s1,-2%,/,-21%,/,/,/,/,?,4.1%
Cc1ccc(NC(=S)N(CCN(C)C)C(C)c2cccnc2)cc1 (stereo not drawn),-2%,-20%,-2%,10%,i,-1%,-14%,-2%,0.1%
Clc1c(Cl)c(Cl)c2n[nH]nc2c1Cl,1%,?,-34%,-24%,i,?,?,?,0.1%
CS(=O)(=O)N(CCc1ccccc1)CC(=O)Nc1ccccc1,0%,0%,12%,-6%,i,9%,-1%,12%,-0.6%
CC(CO)(CO)NCc1ccc(-c2ccccc2)cc1,11%,27%,-23%,4%,?,19%,10%,0%,2.6%
COc1cc2cc(CCOC(=O)c3ccc(C(F)(F)F)cc3)oc(=O)c2cc1OC,-4%,-20%,-10%,-22%,i,41%,-19%,-9%,-0.1%
COc1ccc(C(CNC(=O)c2cc3c(s2)CCC(C)C3)N2CCCC2)cc1 (stereo not drawn),-15%,?,-43%,?,?,?,-4%,-24%,1.5%
COCCCN1C(=O)C(CC(=O)NC(c2ccccc2)c2ccccc2)CC(C(=O)N2CCCCCC2)=C1C (stereo not drawn),/,3%,/,/,i,/,7%,/,-1.4%
O=C(CSc1ccc(Br)cc1)NC1CCCCCC1,0%,1%,-28%,27%,?,?,15%,-11%,-0.2%
Cc1ncc([N+](=O)[O-])n1Cc1ccccc1,-8%,-8%,-11%,-3%,i,74%,-3%,0%,-0.3%
CCOC(=O)C(Sc1nnc2c3ccccc3n(CC)c2n1)C(=O)OCC,?,-20%,-10%,/,i,6%,-22%,-23%,0.3%
COc1cccc(CNC(=O)CNC(=O)c2cccs2)c1,-6%,/,26%,7%,i,-5%,0%,-12%,-0.3%
COC(=O)Cc1cc(=O)n2[nH]c(C)nc2n1,0%,2%,-9%,2%,i,-6%,-9%,0%,0.1%
CCCc1nnc(NC(=O)CCC(=O)O)s1,3%,-5%,7%,?,i,?,10%,-1%,-0.7%
COc1ccc(C(C)(O)c2nc(-c3cccc(O)c3)cs2)cc1 (stereo not drawn),/,-20%,-8%,/,?,/,-2%,19%,3.1%
COc1ccccc1-c1cc(C(=O)NCc2ccco2)no1,1%,42%[activator],-8%,17%,i,13%,-13%,-14%,?
C=CCn1c(C)nnc1SCC(=O)c1c(N)n(C2CC2)c(=O)[nH]c1=O,0%,3%,3%,14%,i,1%,3%,10%,0.2%
CSCCC(NS(=O)(=O)c1ccc2c(c1)oc(=O)n2C)C(=O)Nc1ccc(Cl)cc1 (stereo not drawn),6%,9%,-12%,-18%,i,/,/,-9%,-0.7%
CCc1ccc(-c2nc(CS(=O)CC(=O)NC3CCCCCC3)c(C)o2)cc1 (stereo not drawn),1%,-16%,0%,-10%,i,6%,2%,?,4.2%
CCc1ccccc1NC(=O)CNC(=O)c1n[nH]c(=O)c2ccccc12,-1%,-13%,-13%,?,i,16%,0%,0%,-1.9%
CCOC(=O)N1CCN(Cc2nc(N)nc(Nc3ccc(OC)cc3)n2)CC1,0%,1%,-34%,-3%,i,-8%,6%,-9%,-0.6%
Cc1ccc(CN2CC(C(=O)Nc3nnc(SCc4c(Cl)cccc4Cl)s3)CC2=O)cc1 (stereo not drawn),7%,2%,-16%,-11%,i,?,-1%,?,-0.8%
CC(C)COP(=O)(c1ccc(N(C)C)cc1)C(O)c1ccc(N(C)C)cc1 (stereo not drawn),-10%,-2%,-16%,3%,i,-9%,1%,?,0.2%
CCCNC(=O)C(Cc1ccccc1C)NC(=O)c1ccc(C#N)cc1 (stereo not drawn),1%,-5%,1%,3%,i,-14%,3%,2%,-1.2%
CCOc1ccc(CCNC(=O)c2cc(-c3ccccc3)c(N3CCOCC3)s2)cc1,-4%,2%,5%,10%,i,-10%,-11%,-12%,0.0%
COc1ccc(C2N3CC4(C)CN2CC(C)(C3)C4O)cc1OC (stereo not drawn),-2%,-3%,-3%,21%,i,0%,5%,2%,-0.7%
CSCCC(NC(=O)COc1ccccc1)C(=O)N1CC(C)CC(C)C1 (stereo not drawn),-7%,1%,-2%,14%,i,29%,-1%,-3%,-1.2%
COC(=O)c1cn(NC(=O)C2CCC(C)CC2)c(=O)c2ccccc12 (stereo not drawn),-2%,4%,4%,26%,i,1%,-1%,18%,-0.3%
CC(C)C(=O)Nc1ccc(C(=O)NNC(=S)NC(=O)c2cccs2)cc1,0%,-22%,-15%,4%,i,0%,-2%,-3%,0.1%
O=C(c1ccc2nc(Cc3cccc(Cl)c3)oc2c1)N1CCOCC1,5%,50%[activator],-5%,?,i,-9%,12%,-9%,1.1%
O=S(=O)(c1ccccc1)N1c2cc(Cl)ccc2Oc2nc3ccccc3nc21,-1%,22%,8%,-12%,i,?,-13%,-15%,12%
O=C(COc1ccc(Cl)cc1Cl)Nc1nc2n(n1)C(c1ccccc1)CC(=O)N2 (stereo not drawn),-3%,-12%,-8%,13%,i,-3%,-5%,16%,0.2%
Cc1cc(C)c(NC(=O)CN2C(=O)NC3(CCCCC3)C2=O)c(C)c1,-9%,2%,-7%,/,i,-20%,1%,44%,-0.4%
O=C(NNC(=O)c1cccs1)c1ccc(Br)o1,-1%,2%,3%,-13%,i,7%,3%,14%,-0.4%
Brc1ccc2ncnc(NCc3ccccc3)c2c1,0%,-20%,-10%,/,?,?,-1%,?,0.3%
Cc1ccc(-n2c(C)cc(-c3csc(N)n3)c2C)cc1,-4%,-24%,-24%,-9%,i,?,0%,-9%,0.0%
Cc1nn2c(C)c(C(=O)N3CCN(c4ccc(Cl)cc4)CC3)cnc2c1-c1ccc(F)cc1,0%,/,-2%,29%,/,/,/,-4%,0.3%
O=C(NCC1CC1)c1ccc2nc([C@@H]3O[C@H](CO)[C@H](O)[C@H](O)[C@H]3O)[nH]c2c1,/,0%,-4%,/,i,/,-4%,20%,-1.3%

Compound activity deposited in PubChem BioAssay by National Center for Advancing Translational Sciences (NCATS).

The list is partial; count on the stated rates, not on these rows.
